TMEM16A act = mouse TMEM16A channel activation, primary screen; HEK293 TMEM16A/YFP-H148Q/I152L, iodide quench fluorescence; active compounds read low; AID 623877; 0.3% of 340,000 active; B-score at 10 µM;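 active means fluorescence-ratio B-score plate-corrected deviation score at least 3 library SD below zero, with starting fluorescence score within 5 deviations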;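 further: channel opened by trigger with iodide after compound preincubation; score built on the fluorescence ratio of max minus min over baseline; more negative score means more quench and so TMEM16A activation or potentiation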
MrgX1 PAM = allosterically activates human MrgX1 receptor signaling; Q96LB2; B-score at 10 µM; 0.63% of 310,000 active; MrgX1-HEK293, Fluo-4 calcium flux, FDSS; active compounds read high; AID 588675;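 active means plate-corrected calcium response at least 3 library SD above typical, normal starting fluorescence, not activating the receptor alone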;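 further: compound read alongside a low EC10 to EC30 dose of BAM8-22 agonist; peak minus trough fluorescence over baseline measured at the second addition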
Target sequence (Q96LB2 whole entry, looked up): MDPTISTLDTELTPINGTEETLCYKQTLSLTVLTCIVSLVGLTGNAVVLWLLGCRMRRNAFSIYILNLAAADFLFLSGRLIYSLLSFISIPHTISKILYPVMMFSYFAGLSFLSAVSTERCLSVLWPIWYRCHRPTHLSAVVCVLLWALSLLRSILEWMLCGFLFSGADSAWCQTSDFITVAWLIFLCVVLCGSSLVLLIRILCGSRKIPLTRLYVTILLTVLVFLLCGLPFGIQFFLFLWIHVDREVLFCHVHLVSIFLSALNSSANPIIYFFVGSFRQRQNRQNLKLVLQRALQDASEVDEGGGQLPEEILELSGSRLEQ
MrgX1 ag = activates human MrgX1 receptor signaling. Q96LB2. MrgX1-HEK293 cells, Fluo-4 calcium fluorescence, agonist mode; active compounds read high. B-score at 10 µM. 0.44% of 310,000 active;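 active means calcium response B-score plate-corrected fluorescence ratio at least 3 library SD, with starting fluorescence B-score inside 5 SD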
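System – MrgX1-expressing HEK293 cells · Incubation – cells plated overnight, dye loaded 0.5 h 37 °C, 0.5 h room temperature · Technique – kinetic Fluo-4 NW fluorescence of intracellular calcium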
TRPC4 inh = TRPC4 (mouse) channel inhibition; Q9QUQ5; 0.39% of 300,000 active; HEK293 TRPC4beta/mu-opioid, DAMGO-evoked Fluo4 calcium flux; active compounds read low; B-score at 10 µM; AID 2247;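 active means B-score over 3 SD under the library average, no early fluorescence shift, positive overall ratio signal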
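Test system – stable TRPC4beta/mu-opioid receptor HEK293 cells · Probe or stimulus – DAMGO, a submaximal dose followed by a maximal one · Dosing – one concentration per compound · Signal – Fluo4 calcium fluorescence by kinetic imaging, 5 s 1 Hz baseline · Evaluation – per-well B score of integrated baseline-normalized Fluo4 ratio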
MrgX1 antagonist = blocks BAM8-22 activation of human MrgX1 receptor | 1.3% of 310,000 active | AID 588676 | B-score at 10 µM | MRGX1-HEK293 calcium flux, Fluo-4, BAM8-22 antagonism; active compounds read low | Q96LB2;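 active means calcium-response B-score plate-corrected more than 3 library SD below zero, starting fluorescence within 5 deviations, no agonist response on first addition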;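 further: peak minus trough fluorescence over baseline after final BAM8-22 challenge near maximal dose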
ANO1 block = blocks the mouse calcium-activated chloride channel TMEM16A; normalized B-score (activity score, 25-100; higher = stronger inhibition) at 10 µM; 1.2% of 310,000 active; Q8BHY3; HEK293 TMEM16A/YFP iodide influx fluorescence, ionomycin;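 active means ratio plate-corrected score three or more library SD toward inhibition, starting fluorescence score within five deviations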;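 further: score derived from kinetic fluorescence span divided by baseline fluorescence per well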
TRPC4 agonist = TRPC4 (mouse) channel activation. Q9QUQ5. HEK293 TRPC4beta/mu-opioid, Fluo4 calcium fluorescence; active compounds read high. B-score at 10 µM. 0.49% of 310,000 active. AID 2237;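 active means B-score above 5 SD of library B-scores, and initial fluorescence ratio not above library mean plus 5 SD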;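 further: positive B-score marks a calcium rise read as TRPC4 activation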
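system = HEK293 cells stably co-expressing mouse TRPC4beta and mu-opioid receptor | schedule = Fluo4 dye loading 45 min at room temperature, 110 s recording | measure = B-scored integrated calcium fluorescence ratio | signal = Fluo4 calcium-sensitive dye fluorescence, kinetic, 1 Hz baseline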
SKKanGAS inh = inhibitors of SKKanGAS S. pyogenes growth in kanamycin (SK-promoter or general growth effect). 1.3% of 300,000 active. inhibition, % at 7.5 µM. BacTiter-Glo, 6 h. AID 1662;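 active means mean replicate score, as percent of positive control median, at least 50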;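 further: strain carries kanamycin resistance gene driven by streptokinase promoter and grows in 40 µg/ml kanamycin; loss of luminescence reflects streptokinase promoter inhibition or plain growth inhibition; 0% = median of DMSO wells and 100% = positive control at its reference dose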
TRPC6 activator = activators of mouse TRPC6 channel; Q61143; HEK293-TRPC6 membrane potential dye fluorescence; active compounds read high; B-score at 10 µM; 0.13% of 310,000 active;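 active means B-score of the integrated fluorescence ratio above library mean plus 3 SD, and starting fluorescence ratio within library mean plus 5 SD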;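 further: higher score means more depolarization so channel activation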
TRPC6 inh = mouse TRPC6 channel inhibition; B-score at 10 µM; HEK293-TRPC6, membrane potential dye, ACh-evoked depolarization; active compounds read low; 1.1% of 310,000 active;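 active means B-score under library mean minus 3 SD, initial fluorescence not abnormally high, positive integrated signal ratio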;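 further: B-score derived from integrated fluorescence ratio over the kinetic read; more negative B-score means stronger inhibition of depolarization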
TRPC4 potent = allosterically enhances the mouse TRPC4 cation channel; AID 2227; Q9QUQ5; 0.42% of 310,000 active; HEK293 TRPC4beta/mu-opioid, DAMGO EC20, Fluo-4 Ca2+ flux; active compounds read high; B-score at 10 µM;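 active means B-score of calcium response area above 5 SD of library B-scores, with initial fluorescence ratio within 5 SD of library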;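 further: B-score of integrated fluorescence ratio over time as area under calcium response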
Active calls of the source: *; i = inactive; · = no result given. Rows are unselected; about 6.7% have a hit in one of these screens.

Fields: TMEM16A act, MrgX1 PAM, MrgX1 ag, TRPC4 inh, MrgX1 antagonist, ANO1 block, TRPC4 agonist, SKKanGAS inh, TRPC6 activator, TRPC6 inh, TRPC4 potent
COc1ccc(-c2onc(C)c2-c2ccc(C(=O)OC(C)C)o2)c(O)c1
  i, i, i, i, i, i, i, 26.1, i, i, i
CCN(CC)CCC(O)(c1ccccc1)C1CCCCC1 (stereo unspecified)
  i, i, i, i, i, i, i, -3.8, i, i, i
CCC(C(=O)NCc1ccco1)N(C(=O)CNS(=O)(=O)c1ccc(C)cc1)c1ccccc1OC (stereo unspecified)
  i, ·, ·, i, ·, ·, i, -4.4, i, i, i
COc1ccc(C(=O)Nc2ccc([N+](=O)[O-])cn2)cc1OC
  i, i, i, i, i, i, i, 7.0, i, i, i
NC1=NC(=O)C(CC(=O)Nc2ccc3c(c2)OCO3)S1 (stereo unspecified)
  i, i, i, i, i, i, i, 9.7, i, i, i
CC(C)C(OC(=O)c1ccc(Cl)nc1)C(=O)NC1CCCCC1 (stereo unspecified)
  i, i, i, i, i, i, i, -2.0, i, i, i
COC(=O)c1cc(S(=O)(=O)NCc2cc(OC)c(OC)c(OC)c2)cn1C
  i, i, i, i, i, i, i, -2.5, i, i, i
O=C1CCCC/C1=N\Nc1ccc(OCc2ccccc2)cc1
  i, i, i, i, i, i, i, -2.2, i, i, i
COC(=O)[C@H]1C[C@@H]1[C@H](NS(=O)(=O)c1ccc2ccccc2c1)c1ccccc1
  i, i, i, i, i, i, i, -5.0, i, i, i
CSc1cc(C)n(-c2ccccc2)c(=S)c1C(C)=O
  i, i, i, i, i, i, i, -4.5, i, i, i
O=C(O)CN1C(=O)COc2ccc(S(=O)(=O)N3CCCCCC3)cc21
  i, i, i, i, i, i, i, -0.4, i, i, i
CCN(CC)C(=S)NC(=O)c1ccc(OC)c(Br)c1
  i, i, i, i, i, i, i, 3.4, i, i, i
COCCOC(=O)C1=C(C)Nc2nc(C)nn2C1c1ccc(F)cc1 (stereo unspecified)
  i, i, i, i, i, i, i, 1.0, i, i, i
Cc1cc(Cl)ccc1OCCCC(=O)NCCc1nnc2ccccn12
  i, i, i, i, i, i, i, -6.4, i, i, i
CC1CCN(CC(=O)Nc2cc(C(F)(F)F)ccc2Cl)CC1
  i, i, i, i, i, i, i, -1.9, i, i, i
Cn1c(CCN2CCOCC2)nc2cc(NS(=O)(=O)c3ccccc3)ccc21
  i, i, i, i, i, i, i, 4.5, i, i, i
O=C(NCCCN1CCN(c2ccccc2F)CC1)C1CC(=O)N(C2CCCC2)C1 (stereo unspecified)
  i, i, i, i, i, i, i, -1.4, i, i, i
CO/N=C/NC(=O)c1c(OC)ccnc1Oc1ccccc1
  i, i, i, i, i, i, i, -1.0, i, i, i
CCOC(=O)N1CCN(CC(=O)Nc2nc3ccc(OC)cc3s2)CC1
  i, i, i, i, i, i, i, 0.4, i, i, i
C=CCNC(=O)c1onc(CSc2cccc3ccccc23)c1C(=O)O
  i, i, i, i, i, i, i, 24.8, i, i, i
CC(=O)c1c(C)oc2ccc(N(C(C)=O)S(=O)(=O)c3cccc4cccnc34)cc12
  i, i, i, i, i, i, i, -0.2, i, i, i
CCOC(=O)CSc1nc2c(sc(=S)n2-c2ccccc2OC)c(=O)n1Cc1ccco1
  i, i, 39.7*, -5*, i, i, i, 5.8, i, -5.69*, i
COc1ccccc1CNC(=O)COC(=O)c1ccccc1-c1ccccc1
  i, i, i, i, i, i, i, -4.5, i, i, i
COc1ccc(/C=C2\N=C3CCCCCN3C2=O)cc1
  i, i, i, i, i, i, i, -16.0, i, i, i
CCCN1CCC(NC(=O)Nc2ccccc2C(=O)OC)CC1
  i, i, i, i, i, i, 71*, 2.0, i, i, i
Cc1cc(-c2ccc(S(=O)(=O)N(C)c3ccc(C)c(C)c3)s2)on1
  i, i, i, i, i, i, i, 1.6, i, i, i
O=C(COC(=O)c1ccc(Cl)nc1)Nc1cccnc1Cl
  i, i, i, i, i, i, i, 0.7, i, i, i
O=C(CSc1nnc(Cn2nnc3ccccc32)o1)Nc1cccc(Cl)c1
  i, i, i, i, i, i, i, -3.4, i, i, i
S=c1nc(-c2cc(Cl)cc(Cl)c2)[nH][nH]1
  i, i, i, i, i, i, i, -17.8, i, i, i
CC(=O)c1cccc(CN2CCC(CO)(Cc3ccccc3)CC2)c1
  i, i, i, i, i, i, i, 0.4, i, i, i
O=C(Nc1cccc(Cl)c1)c1ccc(S(=O)(=O)NCC2CCCO2)cc1 (stereo unspecified)
  i, i, i, i, i, i, i, 12.9, i, i, i
CC/C(=N\O)C(C)(C)/[N+]([O-])=C/c1ccc(Br)cc1
  i, i, i, ·, i, i, i, -5.6, i, i, i
COc1ccc(C)cc1NC(=O)C(=O)N1CCCC1
  i, i, i, i, i, i, i, -2.5, i, i, i
COc1cccc(NC(=O)NNC(=O)c2ccc3c(c2)NC(=O)C(C)(C)O3)c1
  i, i, i, i, i, i, i, -0.1, i, i, i
Cc1ccccc1N1CCN(C(=O)NCc2cccc(Cl)c2)CC1
  i, i, i, i, i, i, i, 4.2, i, i, i
CC1C(=O)C(C)(C)C(=O)OC1c1ccc([N+](=O)[O-])cc1 (stereo unspecified)
  i, i, i, i, i, i, i, 2.1, i, i, i
CC(C)CC(NC(=O)C1CCC(=O)N1C(=O)OCc1ccccc1)C(=O)NC(Cc1ccccc1)C(N)=O (stereo unspecified)
  i, i, i, i, i, i, i, -2.3, i, i, i
CC(=O)c1cccc(NS(=O)(=O)c2ccc(N/C=C/C(=O)c3ccc(F)cc3)cc2)c1
  i, i, i, i, i, i, i, 23.3, i, i, i
Cc1nc2ncnn2c(Nc2ccc3c(c2)OCO3)c1Cc1ccccc1
  i, i, i, i, i, i, i, -2.1, i, i, i
Cc1cc(N2CCOCC2)ccc1/C=C1\NC(=O)N(CC(=O)Nc2ccccc2C)C1=O
  i, i, i, i, i, i, i, 0.9, i, i, i
CN(C)/C(Cn1cncn1)=C1/N=C(c2ccccc2)OC1=O
  i, i, i, i, i, i, i, 3.7, i, i, i
Cc1cccc(N(CC(=O)NC(C)C)C(=O)CCC(=O)Nc2ccccn2)c1
  i, i, i, i, i, i, i, -8.5, i, i, i
Cc1cc(C(=O)CN2C(=O)c3ccccc3C2=O)c(C)n1C1CC1
  i, i, i, i, i, i, i, 0.0, i, i, i
Cc1cccc(C)c1OCC(O)CN1CCN(c2ccccc2)CC1 (stereo unspecified)
  i, i, i, i, i, i, i, 5.8, i, i, i
CCC(=O)N1c2ccc(S(=O)(=O)N3CCOCC3)cc2CC1C (stereo unspecified)
  i, i, i, i, i, i, i, 0.0, i, i, i
COc1ccc(-c2cn(CCC(=O)NCc3ccc(C)cc3)c(-c3ccncc3)n2)cc1
  i, i, i, i, i, i, i, 0.5, i, i, i
COc1ccc(C)cc1NC(=O)Cn1c(=O)oc2ccccc21
  i, i, i, i, i, i, i, 3.7, i, i, i
COc1ccc(CNC(=O)C2CCCN2CCc2ccccc2)cc1OC (stereo unspecified)
  i, i, i, i, i, i, i, 10.5, i, i, i
Cc1ccc(CNC(=O)c2ccc(NS(=O)(=O)c3c(C)noc3C)cc2)cc1
  i, i, i, i, i, i, i, -1.0, i, i, i
CCCCCCCC1(C)NC(=O)NC1=O (stereo unspecified)
  i, i, i, i, i, i, i, -8.6, i, i, i
CCN(CC)C(=O)Cn1c(=O)n(CCCC(=O)NCc2ccccc2)c(=O)c2sccc21
  i, i, i, i, i, i, i, 3.1, i, i, i
O=C(Nc1ccc(NC(=S)NC(=O)c2cccs2)cc1)c1ccco1
  i, i, i, i, i, i, i, 19.2, i, i, i
CC(c1cccs1)N(C(=O)Nc1ccccc1)C1CCCCC1 (stereo unspecified)
  i, i, i, i, i, i, i, -6.2, i, i, i
COc1ccc(/C=N/N2CCOCC2)cc1COc1ccc(Cl)cc1
  i, i, i, i, i, i, i, -5.2, i, i, i
O=C(NCCN1CCN(c2ccccc2F)CC1)c1cccn2c(=O)c3ccccc3nc12
  i, i, i, i, i, i, i, 11.0, i, i, i
CCOC(=O)N1CCC(NC(=O)c2cc3c(-c4ccc(Cl)cc4)nn(C)c3s2)CC1
  i, i, i, ·, i, i, ·, ·, ·, ·, ·
COc1ccc(-c2noc(CCC(=O)NCC3CCCO3)n2)cc1OC (stereo unspecified)
  i, i, i, i, i, i, i, 0.4, i, i, i
CCOc1ccc(-c2nc(-c3ccccc3)no2)cc1OCC
  i, i, i, i, i, i, i, -5.0, i, i, i
O=C(NCc1ccc(N2CCCC2=O)cc1)c1cn(CCc2ccccc2)nn1
  i, i, i, i, i, i, i, 4.9, i, i, i
O=C1c2ccccc2NC(c2ccco2)N1/N=C/c1ccco1 (stereo unspecified)
  i, i, i, i, i, i, i, -0.3, i, i, i

Remaining list, next part:
Fields: TMEM16A act, MrgX1 PAM, MrgX1 ag, TRPC4 inh, MrgX1 antagonist, ANO1 block, TRPC4 agonist, SKKanGAS inh, TRPC6 activator, TRPC6 inh, TRPC4 potent
O=C(c1ccccc1F)N1CCN(c2ccccc2F)CC1
  i, i, i, i, i, i, i, 9.7, i, i, i
CC(=O)Nc1ccc2nc(SCC(=O)N3CCOCC3)sc2c1
  i, i, i, i, i, i, i, -5.8, i, i, i
Cc1ccccc1-n1c(O)c(/C=N/N2CCCCC2c2cccnc2)c(=O)[nH]c1=O (stereo unspecified)
  i, i, i, i, i, i, i, 11.5, i, i, i
Cc1cc(C)cc(NC(=S)N2CCC(NC(=O)c3ccccc3C)CC2)c1
  i, i, i, i, i, i, i, 3.3, i, i, i
COc1ccc(-c2cc(C(=O)Nc3cc(C)on3)no2)cc1OC
  i, i, i, i, i, i, i, 1.3, i, i, i
Cc1cc(C)cc(OCCCn2ccnc2)c1
  i, i, i, i, i, i, i, 3.5, i, i, i
CSCC[C@H](NC(=O)OC(C)(C)C)C(=O)N/N=C/c1ccc2nccnc2c1
  i, i, i, i, i, i, i, -2.5, i, i, i
CCC(=O)Nc1ccc(S(=O)(=O)NCCc2ccccc2)cc1
  i, i, i, i, i, i, i, -9.5, i, i, i
